Screens as filed in PubChem BioAssay.
BAP1 block = human BAP1 deubiquitinase inhibition; activity remaining (% of control), % at 20 µM; AID 436; 72,000 compounds, 0.48% hits; recombinant BAP1, Ub-AMC hydrolysis fluorescence kinetic; active compounds read low;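 active = activity remaining at or below 50% of control, provided the compound also passes the data quality filters; inactive = the rest, including low values that fail the filters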;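 also: 100% = DMSO wells rate and 0% = substrate alone blank rate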
Target sequence (Q92560 whole entry, looked up): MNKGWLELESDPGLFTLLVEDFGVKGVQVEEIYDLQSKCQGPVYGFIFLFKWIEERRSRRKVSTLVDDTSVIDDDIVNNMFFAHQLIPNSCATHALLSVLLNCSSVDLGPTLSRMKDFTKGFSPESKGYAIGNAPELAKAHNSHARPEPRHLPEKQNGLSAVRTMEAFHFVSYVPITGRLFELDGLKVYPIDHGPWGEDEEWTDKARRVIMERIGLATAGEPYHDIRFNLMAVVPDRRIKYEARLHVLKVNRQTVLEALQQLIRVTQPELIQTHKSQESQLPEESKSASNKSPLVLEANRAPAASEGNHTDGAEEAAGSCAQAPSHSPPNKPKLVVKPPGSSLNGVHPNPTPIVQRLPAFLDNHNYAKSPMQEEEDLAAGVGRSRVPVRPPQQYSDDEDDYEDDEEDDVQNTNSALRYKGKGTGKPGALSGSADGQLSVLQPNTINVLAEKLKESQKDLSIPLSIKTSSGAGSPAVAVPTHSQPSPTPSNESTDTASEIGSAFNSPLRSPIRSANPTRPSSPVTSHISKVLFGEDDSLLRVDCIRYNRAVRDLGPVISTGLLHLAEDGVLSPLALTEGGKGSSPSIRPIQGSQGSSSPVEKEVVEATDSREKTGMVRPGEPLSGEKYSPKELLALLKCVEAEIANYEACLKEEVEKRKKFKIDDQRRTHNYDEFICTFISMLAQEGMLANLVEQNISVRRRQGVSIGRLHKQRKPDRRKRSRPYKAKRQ
HePTP inhibitor = human HePTP phosphatase inhibition; P35236; recombinant HePTP phosphatase activity, OD absorbance; inhibition, % at 20 µM; 110,000 compounds, 0.64% hits; AID 521; in the data active = inhibition above about 50%;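 also: plate controls were vehicle for no effect and reference inhibitor for full effect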
Target sequence (P35236 whole entry, looked up): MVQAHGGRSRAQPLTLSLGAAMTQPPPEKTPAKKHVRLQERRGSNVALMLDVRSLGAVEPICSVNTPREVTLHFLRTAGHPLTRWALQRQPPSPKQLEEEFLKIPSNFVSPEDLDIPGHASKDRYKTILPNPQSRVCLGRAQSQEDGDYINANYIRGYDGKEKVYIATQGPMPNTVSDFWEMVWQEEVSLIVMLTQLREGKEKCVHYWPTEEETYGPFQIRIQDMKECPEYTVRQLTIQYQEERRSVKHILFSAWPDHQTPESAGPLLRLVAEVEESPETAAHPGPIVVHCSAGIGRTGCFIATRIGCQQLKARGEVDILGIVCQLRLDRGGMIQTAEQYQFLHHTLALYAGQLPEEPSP
* = called active by the depositor; . = not tested or not shown; & = joins results of further samples. Rows are unselected, and some 0.83% of all compounds hit somewhere here.

Under each structure: BAP1 block	HePTP inhibitor
> COC(=O)c1ccccc1NC(=O)c1ccccc1N(C)S(C)(=O)=O
    56	-3
> Cc1cccc2sc(NC(=O)C3CCCO3)nc12 (stereo not drawn)
    90	4
> CCC(c1nnnn1Cc1ccco1)N1CCN(c2cc(Cl)ccc2C)CC1 (stereo not drawn)
    107	0
> COc1ccc(C(=O)N2CCN(S(C)(=O)=O)CC2)cc1
    .	6
> CCCNC(=O)c1nn2c(C(F)(F)F)cc(-c3ccccc3)nc2c1Cl
    .	-13
> COc1cc(C2Nc3ccccc3NC3=C2C(=O)CC(c2ccc(Cl)cc2)C3)cc(OC)c1OC (stereo not drawn)
    .	11
> CCOc1ccc2cc(S(=O)(=O)N3CCC(C)CC3)ccc2c1
    .	-2
> CCOc1ccc(OCC)c(N=c2oc3c(C)ncc(CO)c3cc2C(N)=O)c1
    90	3
> COc1ccc(C2/C(=C(\O)c3ccc(Cl)cc3)C(=O)C(=O)N2CCCn2ccnc2)cc1 (stereo not drawn)
    .	7
> COc1cccc(/C=N/NS(C)(=O)=O)c1
    .	-9
> Cc1cc(Cl)ccc1OCC(=O)NNC(=O)c1cc(Cl)ccc1O
    .	0
> O=C(OCn1cncn1)c1ccc(Cl)cc1Cl
    98	5
> CCCCOC(=O)C1=C(C)NC2=C(C(=O)CC(C)(C)C2)C1c1ccc(OC)cc1 (stereo not drawn)
    90	.
> O=C(Cc1ccc(Cl)cc1)Nc1ccc(-c2nnc(-c3ccco3)o2)cc1
    .	2
> Cc1nn(C(C)C(=O)N2CCN(c3ccccn3)CC2)c(=O)c2cc3occc3n12 (stereo not drawn)
    101	-1
> COC(=O)C1=C(C)N(c2ccc(C)cc2)/C(=C\c2ccc(OCC(=O)Nc3ccccc3Cl)cc2)C1=O
    .	2
> O=C1CS/C(=C\S(=O)(=O)c2ccc(Cl)cc2)N1
    87	8
> COCc1nc2c([nH]1)c(=O)n(C)c(=O)n2CC(C)C
    88	.
> COc1ccc(Br)cc1C(=O)Nc1nc(-c2ccccc2)cs1
    .	-4
> COc1cc(NC(=O)CN(c2ccc(C)cc2)S(=O)(=O)c2c(C)nn(C)c2C)cc(OC)c1
    115	6
> CCCCSc1nnc([C@H](C)NC(=O)OC(C)(C)C)o1
    .	8
> O=C1c2ccccc2C(Nc2ccc(S(=O)(=O)N3CCOCC3)cc2)N1c1cccnc1 (stereo not drawn)
    91	1
> O=S(=O)(c1cccc(Cl)c1Cl)N1CCCCC1
    62	-2
> O=[N+]([O-])c1cccc(/C=N/Nc2c(Cl)cc(Cl)cc2Cl)c1
    .	9
> Cc1ccc2cc(C)c(NCCO)nc2c1
    58	-4&0
> Cc1ccnc(NS(=O)(=O)c2cccc3nsnc23)c1
    102	2
> Cc1ccn(CC(=O)O)c(=O)c1
    108	4
> CSc1nnc2c(n1)OC(c1cn(C)c3ccccc13)N(C(C)=O)c1ccccc1-2 (stereo not drawn)
    .	2
> Oc1ccc(Br)cc1CN1CCN(Cc2ccccn2)CC1
    .	-4
> C/C(=C\c1ccccc1)C(=O)c1c(C)cc(C)[nH]c1=O
    .	5

Overlap with the part before: 2 entries, then new ones.
Under each structure: BAP1 block	HePTP inhibitor
> Oc1ccc(Br)cc1CN1CCN(Cc2ccccn2)CC1
    .	-4
> C/C(=C\c1ccccc1)C(=O)c1c(C)cc(C)[nH]c1=O
    .	5
> N/C(=N\OC(=O)c1ccccc1I)c1cccnc1
    .	-8
> CCN(Cc1ccccc1)C(=O)c1ccccc1C
    72	2
> CCOC(=O)/C(C(=O)Nc1ccc(Br)cc1)=C1\NC(C)(C)Cc2ccccc21
    .	7
> CCC1(C)Cc2c(sc3nc4n(c(=O)c23)CCCS4)CO1 (stereo not drawn)
    77	-5
> COC(=O)c1c(NC(=O)CSc2nnnn2-c2ccccc2)sc2c1CCC(C)C2 (stereo not drawn)
    .	2
> Cc1nnc(N/N=C/c2ccccc2Br)[nH]c1=O
    .	0
> O=C(/N=C1\NC(=O)C(F)(C(F)(F)F)S1)NC1CCCCC1 (stereo not drawn)
    58	4
> CCOc1ccc(NC(=O)CSc2nc3ccccc3[nH]2)cc1
    .	6
> Cc1nn2c(CN(C(=O)c3ccco3)c3ccccc3)nnc2c2ccccc12
    63	8
> COc1ccccc1NC(=O)C1=C(C)NC(=O)NC1c1ccc(C(C)C)cc1 (stereo not drawn)
    .	-4
> CCCOc1ccc2[nH]cc(C(=O)O)c(=O)c2c1
    67	9
> CC1=C(C(=O)OCc2ccccc2)C(c2ccccc2Cl)C2=C(CCCC2=O)N1 (stereo not drawn)
    .	5
> Cc1ccc(C(=O)NC(=S)NCCCN2CCOCC2)cc1
    .	103*
> CCN1CCN(C(=O)c2nn(-c3ccc(C)cc3)c(=O)c3c2c2ccccc2n3C)CC1
    55	-12
> COc1ccc(NC(=O)c2cc3cc(Br)ccc3oc2=O)c(OC)c1
    .	10
> CCN(CC)C(=O)CN(c1cc(Cl)ccc1OC)S(C)(=O)=O
    158	0
> COC(=O)c1cc2ccsc2n1Cc1nc(-c2ccc(OC)cc2)oc1C
    62	4
> O=C(COc1ccc(Br)cc1)N1CCCCC1
    .	-7
> COc1ccc(Cl)cc1NS(=O)(=O)c1cccc([N+](=O)[O-])c1
    .	-4
> CCOc1ccc2nc(SCC(=O)NC3CC3)sc2c1
    104	.
> CCOC(=O)c1[nH]c2ccc(OC)cc2c1NC(=O)CN1CCC2(CC1)OCCO2
    113	2
> COc1cccc(NC(=O)COc2ccccc2C(N)=O)c1
    77	1
> Cc1ccc(C(=O)Cn2c(N3CCOCC3)nc3c2c(=O)n(C)c(=O)n3C)cc1
    101	9
> Cc1cc(-c2nc3ccccc3o2)c2ccccc2n1
    159	5
> CCN(CC)S(=O)(=O)c1cccc(C(=O)Nc2ccc(C#N)cc2)c1
    101	1
> Cn1c(Cn2c(=O)sc3ccccc32)nnc1SCC(=O)Nc1ccc2c(c1)OCO2
    94	1
> CCOC(=O)C1=C(O)/C(=C/c2ccc(O)c(OCC)c2)SC1=Nc1ccccc1
    .	1
> O=C(CCNS(=O)(=O)c1ccc2c(c1)CCC(=O)N2)NCc1cccnc1
    117	-14
> COc1cccc(C2c3c(oc4ccccc4c3=O)C(=O)N2CCCN(C)C)c1OC (stereo not drawn)
    87	3
> Fc1ccc(-c2cc3nc(-c4ccccc4)cc(N4CCN(CCN5CCOCC5)CC4)n3n2)cc1
    .	12

(more compounds)
Under each structure: BAP1 block	HePTP inhibitor
> COc1ccc(CC(C(=O)Nc2cccc(F)c2)c2nn[nH]n2)c(OC)c1 (stereo not drawn)
    99	7
> CC(C)n1cc(/C=C(\C#N)S(=O)(=O)c2ccccc2)c2ccccc21
    58	2
> CCOC(=O)c1[nH]c(C)c(C(=O)NCc2ccccn2)c1C
    120	1
> O=[N+]([O-])c1ccccc1S(=O)(=O)Nc1ccccc1
    .	9
> CCC1Oc2ccc(C)cc2N(CC(=O)NCCN2C(C)CCCC2C)C1=O (stereo not drawn)
    103	1
> COc1ccc(CCNC(=O)C2CN(S(=O)(=O)c3ccccc3)CCN2S(=O)(=O)c2ccccc2)cc1OC (stereo not drawn)
    .	2
> Nc1nnc(CC(=O)N2CCCCC2)s1
    95	0
> O=C(O)CN1C(=O)/C(=C\c2cc([N+](=O)[O-])ccc2Cl)SC1=S
    .	34
> Cc1ccc(C23CC4CC(CC(C(=O)NC5CCCCC5)(C4)C2)C3)cc1
    .	6
> COc1cccc(C2c3c(oc4ccccc4c3=O)C(=O)N2CCCN2CCOCC2)c1OC (stereo not drawn)
    69	12
> Cc1ccc(C)c(NC(=O)c2nnn(Cc3ccccc3)c2N)c1
    102	.
> CCCC(=O)N1CC2(C)CN(C(=O)CCC)CC(CCC)(C1)C2=O
    94	-1
> Cc1cccc(-n2c(N)c(C(=O)N3CCN(C)CC3)sc2=S)c1
    81	33
> Cc1ccc(Cn2c(SCCN3CCCCC3)nc3c2c(=O)[nH]c(=O)n3C)cc1
    92	16
> O=C(Nc1ccc(Oc2ccc(NC(=O)C3CCCCC3)cc2)cc1)C1CCCCC1
    .	-9
> CC(C)(C)C(=O)Nc1ccc(C(=O)Nc2cccc(I)c2)cc1
    .	-9
> O=C1CC(SC(=NCc2ccc3c(c2)OCO3)Nc2ccccc2)C(=O)N1 (stereo not drawn)
    96	12
> O=C(NCC1(c2ccccc2)CCOCC1)c1cccc(Cl)c1
    .	6
> CCC(=O)N1CCc2cc(S(=O)(=O)CCC(=O)Nc3ccc(F)c(F)c3)ccc21
    .	-8
> CCC(c1nc2ccccc2c(=O)n1CCCn1ccnc1)N1C(=O)c2ccccc2C1=O (stereo not drawn)
    90	5
> O=C(NCc1ccccc1)c1ccc(=O)[nH]n1
    .	-5
> Cc1ccnc(NC(=O)COC(=O)C2COc3ccccc3O2)n1 (stereo not drawn)
    66	8
> CCOc1cc(/C=c2\sc3nc4ccccc4n3c2=O)cc(Cl)c1OCCOc1ccccc1C
    .	2
> O=C(CSc1nc2ccccc2[nH]1)Nc1ccc2c(c1)OCCO2
    92	1
> O=c1ccsn1Cc1ccccc1
    106	8
> CCN(CC)c1ccc(/C=N\N2CCN(Cc3ccc(C)cc3)CC2)c(O)c1
    .	-5
> CN(C)c1ccc(/C=C/C=C/c2cc[n+](CCCS(=O)(=O)[O-])cc2)cc1
    .	3
> N#CC1=C(N)C(C#N)(C#N)C(c2cccc(Br)c2)C=C1C1CC1 (stereo not drawn)
    .	-22
> Cc1ccc(N2CCN(C(=O)C3CCN(S(=O)(=O)c4cccc5nsnc45)CC3)CC2C)cc1 (stereo not drawn)
    110	-1
> O=C(Nc1ncc(Cc2ccc(F)cc2)s1)C1CCCO1 (stereo not drawn)
    .	6

Next section:
Under each structure: BAP1 block	HePTP inhibitor
> CCc1nnc(NC(=O)CSc2nc3cccnc3n2C2CCCCC2)s1
    80	-1
> CCN(CC)c1ccc2c(c1)oc(=O)c1c(Cl)cc(=O)oc12
    118	7
> C=CCOc1ccccc1C1C2=C(CC(C)(C)CC2=O)Nc2c1c(=O)n(C)c(=O)n2C (stereo not drawn)
    615	-11
> CCN(CC)CCCCOc1ccccc1[N+](=O)[O-]
    .	13
> COc1ccc(-c2cc(C(F)(F)F)n3nc(C(=O)N4CCOCC4)nc3n2)cc1
    79	-7
> CC1CCN(S(=O)(=O)N2CCC(C(=O)NCc3cccs3)CC2)CC1
    101	1
> CCC(CO)NCc1ccc2c(c1)n(C)c(=O)n2C (stereo not drawn)
    95	-13
> COc1ccc(NC(=S)NCc2cccnc2)cc1
    .	2
> CC(C)(C)C1(O)CC(c2ccccc2)=NO1 (stereo not drawn)
    .	-2
> COCCCNC(=O)Cn1nnc(-c2ccccc2NC(=O)c2ccccc2F)n1
    .	5
> S=c1[nH]nc(-c2ccco2)n1-c1cccc2ccccc12
    116	16
> CCn1c(SCC(=O)Nc2cc3oc4ccccc4c3cc2OC)nnc1-c1cccs1
    120	-6
> CC1CC(C)CN(CCC(=O)Nc2cccc(Cl)c2)C1 (stereo not drawn)
    .	4
> Cc1ccc(-c2c3c(=O)n(C)c(=O)n(C)c3cn2N2CCOCC2)cc1
    88	1
> Cc1ccc(NC(=O)CC2S/C(=N\N=C3/CCCc4ccccc43)NC2=O)cc1Cl (stereo not drawn)
    .	0
> Cc1ccc(OCC(=O)Nc2ccc(S(=O)(=O)Nc3onc(C)c3C)cc2)cc1
    70	-1
> CCOc1ccc(C(C)=O)cc1N1C(=O)C2C3C=CC(C3=C(C)C)C2C1=O (stereo not drawn)
    110	3
> CCN(C(=O)COC(=O)c1cc(C)n(-c2ccc(F)cc2)c1C)C1CCS(=O)(=O)C1 (stereo not drawn)
    117	5
> Cc1cccc(C)c1NC(=O)CNc1ccccc1
    82	4
> CC(Oc1ccc(Cl)cc1Cl)C(=O)Nc1ccccn1 (stereo not drawn)
    .	6
> Cc1ccc(C(N)=O)cc1S(=O)(=O)Nc1cccc(C)c1C
    60	2
> CCOc1cc(C(=O)Nc2ccc(OCc3ccccc3)cc2)cc(OCC)c1OCC
    .	3
> COc1ccc(CCNC(=S)Nc2cccc(C(F)(F)F)c2)cc1OC
    .	2
> O=C1OCCC1Sc1nc(-c2ccccc2)cs1 (stereo not drawn)
    58	8
> CCOC(=O)c1c(NC(=O)COc2ccc(Cl)cc2)sc(C(=O)Nc2ccccc2F)c1C
    .	-5
> CCOc1ccccc1NC(=O)C(=O)NCc1ccc2c(c1)OCO2
    .	-10
> Cc1cc(C)c(C)c(S(=O)(=O)NCC(=O)N2CCCC2)c1C
    69	5
> O=C(Nc1ccc2ccccc2c1)c1ccccc1C(F)(F)F
    .	-4
> COc1ccc2cc3cc(C(=O)Nc4ccc5c(c4)OCCO5)oc3nc2c1
    89	5
> CCC(C)Nc1nc2c(c(=O)[nH]c(=O)n2C)n1Cc1cccc(C)c1 (stereo not drawn)
    145	.

New compounds follow
Under each structure: BAP1 block	HePTP inhibitor
> CN(C)CCNC(=O)c1ccc2c(c1)N(Cc1ccc(F)cc1)CCS2
    80	8
> Nc1ccc2c(c1)C(=O)N(CCCC(=O)O)C2=O
    116	12
> CCOc1cc(C)c(C(C)C)cc1S(=O)(=O)N1CCOCC1
    100	-11
> CN1CCN(CCCNC(=O)C2CCN(c3nnc(-n4cccc4)s3)CC2)CC1
    99	3

Retrieved by compound from above (six):
Under each structure: BAP1 block	HePTP inhibitor
> CCOC(=O)/C(C(=O)Nc1ccc(Br)cc1)=C1\NC(C)(C)Cc2ccccc21
    .	7
> CCC(=O)N1CCc2cc(S(=O)(=O)CCC(=O)Nc3ccc(F)c(F)c3)ccc21
    .	-8
> COC(=O)C1=C(C)N(c2ccc(C)cc2)/C(=C\c2ccc(OCC(=O)Nc3ccccc3Cl)cc2)C1=O
    .	2
> O=S(=O)(c1cccc(Cl)c1Cl)N1CCCCC1
    62	-2
> COc1ccc(C2/C(=C(\O)c3ccc(Cl)cc3)C(=O)C(=O)N2CCCn2ccnc2)cc1 (stereo not drawn)
    .	7
> CCOc1ccc2cc(S(=O)(=O)N3CCC(C)CC3)ccc2c1
    .	-2
